From PubChem
NCI-60 one-dose screen, 48 h, at 10 µM unless noted. Numbers give growth in % (100 = growth as untreated, 0 = no growth, -100 = all killed).
MCF7 – MCF7 breast cancer; 82,000 tested, 6.3% active
BT-549 – BT-549 breast cancer; AID 1794793; 78,000 tested, 4.4% active
UACC-257 – UACC-257 melanoma. 78,000 tested, 4.4% active
LOX IMVI – LOX IMVI melanoma. 79,000 tested, 7.4% active
T-47D – T-47D breast cancer; 79,000 tested, 5% active
HS 578T – HS 578T breast cancer | AID 1794788 | 78,000 tested, 4.1% active
Starred values were filed as active, the others as inactive. The calls were made as follows: active = growth percent below 10; inactive = the rest. This is a subset; count on the stated rates, not on these rows.

SMILES	MCF7	BT-549	UACC-257	LOX IMVI	T-47D	HS 578T
CC[C@@H]1C(=O)OC[C@@H]1Cc1cncn1C	105	91	100	96	103	118
